TAAR1 antag: human TAAR1 antagonism; inhibition, % at 3 µM; CHO RD-HGA16 TAAR1, Fluo-8 calcium fluorescence, antagonist; 360,000 tested, 1.5% active; AID 624466; Q96RJ0;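 active means inhibition above a per-plate cutoff, the mean inhibition of test compounds on that plate plus 3 SD, cut at about 49% in these data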;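 further: 0% = DMSO plus EC80 beta-PEA response and 100% = DMSO alone without agonist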
Target sequence (Q96RJ0 whole entry, looked up): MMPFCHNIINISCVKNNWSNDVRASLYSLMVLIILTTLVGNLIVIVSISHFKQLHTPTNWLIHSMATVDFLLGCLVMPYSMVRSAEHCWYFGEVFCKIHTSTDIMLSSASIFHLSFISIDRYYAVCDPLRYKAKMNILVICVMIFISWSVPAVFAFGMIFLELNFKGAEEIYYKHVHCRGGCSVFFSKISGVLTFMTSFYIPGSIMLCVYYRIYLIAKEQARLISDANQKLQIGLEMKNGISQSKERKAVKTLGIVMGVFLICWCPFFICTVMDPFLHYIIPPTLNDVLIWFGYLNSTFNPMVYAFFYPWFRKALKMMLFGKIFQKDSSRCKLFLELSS
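Test system: hTAAR1-expressing CHO RD-HGA16 cells, Gα16-coupled; Probe or stimulus: EC80 β-phenethylamine stimulus; Compound dosing: single nominal final test compound concentration of 3 µM; Timing: 140 s kinetic read after compound, 140 s after agonist; Signal: Fluo-8 calcium-sensitive fluorescence; Measure: % inhibition of agonist calcium response; Controls: DMSO and EC80 PEA controls.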
CHO-K1 Ca ag: nonselective activator or artifact in parental CHO-K1 cells; Fluo-8 calcium fluorescence; scaled to maximal ATP response, vehicle zero; activation, % at 3 µM; 360,000 tested, 0.48% active; in the data active means activation above about 15%;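 further: untransfected CHO-K1 host cells lacking M1 receptor as counterscreen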
TAAR1 agonist: human TAAR1 agonism | 360,000 tested, 0.99% active | AID 624467 | activation, % at 3 µM | Q96RJ0 | CHO RD-HGA16 TAAR1, Fluo-8 calcium fluorescence; vehicle wells 0%, saturating PEA agonist 100%;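 active means activation above the mean activation of all test compounds in the run plus 3 SD, cut at about 38% in these data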
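Benchmarks: low control DMSO, high control PEA (EC100); System: CHO RD-HGA16 cells carrying human TAAR1 plus Gα16; Detection: Fluo-8 fluorescence, 5 s baseline then 140 s kinetic read; Schedule: 17-24 h plating, Fluo-8 75 min 37 °C, 30 min RT; Read-out basis: % activation from peak over basal fluorescence ratio, DMSO-to-PEA scaled.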
CHO-K1 Ca antag: nonselective inhibitor or artifact in parental CHO-K1 cells; inhibition, % at 3 µM; ATP-induced calcium, Fluo-8 fluorescence; 360,000 tested, 0.6% active;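 active means inhibition above a per-plate cutoff, the plate's mean sample inhibition plus 3 SD, cut at about 24% in these data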;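 further: 0% = DMSO plus EC80 ATP and 100% = DMSO alone without ATP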
CHO parental Ca: counter-screen: ATP calcium response change in parental CHO cells | parental CHO-K1, ATP-induced calcium, Fluo-8 fluorescence | inhibition, % at 5.6 µM | 330,000 tested, 0.63% active | AID 463079;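 active means inhibition above that plate's mean sample inhibition plus 3 SD, cut at about 26% in these data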;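 further: 0% = ATP-challenged DMSO wells and 100% = DMSO wells without ATP; some compounds past the cut are filed as inactive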
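Material: Parental CHO cells | Reagent: ATP | Compound dosing: Single nominal dose of 5.6 µM per compound | Detection: Intracellular calcium via Fluo-8 no-wash fluorescent dye | Read-out: % inhibition of ATP-induced calcium mobilization | Benchmarks: Low control ATP plus DMSO, high control DMSO only | Replicates: Singlicate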
M1 PAM parental: M1 PAM counterscreen hit in parental CHO-K1 cells. 360,000 tested, 0.02% active. ATP EC20, Fluo-8 calcium fluorescence; 0% at ATP EC20, 100% at ATP max. activation, % at 3 µM;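 active means activation above the run cutoff, the mean activation of all test compounds plus 3 SD, cut at about 40% in these data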;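 further: peak over basal fluorescence ratio in a 140 s read after ATP addition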
CHRM1 agonist: agonists of human M1 muscarinic receptor | P11229 | CHO-K1 hM1, Fluo-8 calcium fluorescence, agonist mode; 0% DMSO, 100% acetylcholine EC100 | 360,000 tested, 0.33% active | AID 588814 | activation, % at 3 µM;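 active means activation above the run's mean compound activation plus 3 SD, cut at about 16% in these data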;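 further: peak over basal fluorescence ratio within a 140 s kinetic read after compound addition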
Target sequence (P11229 whole entry, looked up): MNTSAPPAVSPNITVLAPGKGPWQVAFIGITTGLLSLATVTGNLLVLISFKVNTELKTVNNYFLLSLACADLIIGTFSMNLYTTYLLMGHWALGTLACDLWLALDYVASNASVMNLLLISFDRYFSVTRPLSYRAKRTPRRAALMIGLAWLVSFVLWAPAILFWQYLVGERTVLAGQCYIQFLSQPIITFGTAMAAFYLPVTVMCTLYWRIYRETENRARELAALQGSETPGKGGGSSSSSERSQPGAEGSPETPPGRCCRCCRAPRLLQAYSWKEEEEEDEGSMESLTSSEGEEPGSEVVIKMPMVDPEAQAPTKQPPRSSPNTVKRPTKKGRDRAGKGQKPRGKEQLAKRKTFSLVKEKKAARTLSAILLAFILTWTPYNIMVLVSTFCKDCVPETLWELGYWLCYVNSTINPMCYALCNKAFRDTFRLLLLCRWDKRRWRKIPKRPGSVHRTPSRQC
CHRM1 antagonist: blocks human M1 muscarinic receptor | P11229 | CHO-K1 hM1, Fluo-8 calcium fluorescence, ACh EC80 antagonist | inhibition, % at 3 µM | 360,000 tested, 1.3% active;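 active means percent inhibition above its own plate's cutoff, namely the mean of that plate's compound wells plus 3 SD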;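 further: peak over basal fluorescence ratio during 140 s after agonist addition; 0% = ACh EC80 plus DMSO and 100% = DMSO alone without agonist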
M1 PAM: positive allosteric modulators of human M1 muscarinic receptor; P11229; CHO-K1 hM1, Fluo-8 calcium fluorescence, ACh EC20; 0% = ACh EC20, 100% = maximal ACh; activation, % at 3 µM; 360,000 tested, 0.088% active; in the data active means activation above about 19%, passing the limit was not always enough
An asterisk follows results filed as active; / = no result given.

nr	canonical_smiles	TAAR1 antag	CHO-K1 Ca ag	TAAR1 agonist	CHO-K1 Ca antag	CHO parental Ca	M1 PAM parental	CHRM1 agonist	CHRM1 antagonist	M1 PAM
1	C=CCOc1ccc(/C=C/C(=O)OC(C)C(=O)Nc2ccc(NC(C)=O)cc2)cc1 (stereo unspecified)	8	0.2	-1	6	14	-17	-1	3	0
2	CN(Cc1cnn(C)c1)C(=O)c1sc2cccc(Cl)c2c1Cl	-30	-0.7	15	-11	-28	17	-7	-20	8
3	CC(C)N(CCNC(=O)c1oc(=O)c2ccccc2c1-c1ccccc1)Cc1ccco1	-13	11	-4	3	-23	13	-13	15	-17
4	C=CCc1cccc(/C=N/NC(=O)CNc2ccccc2OC)c1O	47	2.4	4	-1	-13	11	-6	-7	10
5	CCOC(=O)c1cc(C(C)=O)n2ccccc12	-5	-0.5	4	-2	-10	-4	-2	4	0
6	CCOC(=O)c1c(CC(C)C)csc1NC(=O)COC(=O)c1ccc(O)cc1	26	0.2	5	14	/	-16	-1	10	1
7	Cc1cc(Oc2ccccc2)nc(-c2ccccc2)n1	13	-0.6	8	-36	-16	6	-4	-10	9
8	CC(=O)Nc1cccc(-c2ccnc3c2CC(C(=O)Nc2cccc(OC(F)(F)F)c2)O3)c1 (stereo unspecified)	34	8.6	11	-16	/	20	2	0	-1
9	O=c1[nH]c(=S)[nH]c2c1[C@H](CCc1cccc(Cl)c1)O[C@H](C1CCCC1)C2	-8	1.9	2	-31	/	41*	/	/	/
10	COc1ccccc1NS(=O)(=O)c1cc(C(=O)N2CCCCCCC2)ccc1C	-15	0.2	1	7	-15	-19	8	2	16

The list continues:
nr	canonical_smiles	TAAR1 antag	CHO-K1 Ca ag	TAAR1 agonist	CHO-K1 Ca antag	CHO parental Ca	M1 PAM parental	CHRM1 agonist	CHRM1 antagonist	M1 PAM
11	Cc1ccc(NC(=O)CN(C)C(=O)Cn2cc(C(F)(F)F)ccc2=O)cc1	-4	5.1	-1	-2	-11	18	-5	1	-4
12	O=C(Nc1nc2ccccc2s1)NC1CCCCC1	4	2.3	10	-18	-7	13	-2	-5	5
13	CCOC(=O)c1[nH]c(=S)[nH]c1C	-15	0.7	2	-10	/	10	-1	-21	9
14	C=CCNc1nc(-c2ccccc2)c(C(=O)OCC)cc1C#N	10	-0.7	8	-3	-5	-2	-5	-17	-2
15	O=C(CCc1nc2sc3c(c2c(=O)[nH]1)CCCC3)NCCc1ccccc1	-9	0.1	5	-13	-13	12	1	-5	9
16	Cc1nc2nc(N)nc(OCc3ccccc3)c2nc1C	-22	0.0	1	1	1	-11	0	-8	13
17	COc1cccc(Nc2ccc(C(=O)O)cc2[N+](=O)[O-])c1	5	0.2	-1	1	-3	4	-2	-6	6
18	CN1CCN(c2nc3c(c(=O)[nH]c(=O)n3C)n2CCSc2nc3ccccc3s2)CC1	0	-0.3	1	27*	-4	-9	18*	-4	-7
19	Cc1ccc(Cc2c(C3CCCCC3)nc3c(C)cc(Br)cn23)cc1	-12	-0.6	-2	-6	/	9	/	/	/
20	Cc1cc([N+](=O)[O-])nn1CCCC(=O)Nc1sc2c(c1C(N)=O)CCC(C)C2 (stereo unspecified)	-1	0.6	4	-3	-10	18	-6	-5	2

Nine structures from above, sorted by length of the SMILES, lowest first.
nr	canonical_smiles	TAAR1 antag	CHO-K1 Ca ag	TAAR1 agonist	CHO-K1 Ca antag	CHO parental Ca	M1 PAM parental	CHRM1 agonist	CHRM1 antagonist	M1 PAM
13	CCOC(=O)c1[nH]c(=S)[nH]c1C	-15	0.7	2	-10	/	10	-1	-21	9
12	O=C(Nc1nc2ccccc2s1)NC1CCCCC1	4	2.3	10	-18	-7	13	-2	-5	5
17	COc1cccc(Nc2ccc(C(=O)O)cc2[N+](=O)[O-])c1	5	0.2	-1	1	-3	4	-2	-6	6
19	Cc1ccc(Cc2c(C3CCCCC3)nc3c(C)cc(Br)cn23)cc1	-12	-0.6	-2	-6	/	9	/	/	/
10	COc1ccccc1NS(=O)(=O)c1cc(C(=O)N2CCCCCCC2)ccc1C	-15	0.2	1	7	-15	-19	8	2	16
11	Cc1ccc(NC(=O)CN(C)C(=O)Cn2cc(C(F)(F)F)ccc2=O)cc1	-4	5.1	-1	-2	-11	18	-5	1	-4
18	CN1CCN(c2nc3c(c(=O)[nH]c(=O)n3C)n2CCSc2nc3ccccc3s2)CC1	0	-0.3	1	27*	-4	-9	18*	-4	-7
20	Cc1cc([N+](=O)[O-])nn1CCCC(=O)Nc1sc2c(c1C(N)=O)CCC(C)C2 (stereo unspecified)	-1	0.6	4	-3	-10	18	-6	-5	2
9	O=c1[nH]c(=S)[nH]c2c1[C@H](CCc1cccc(Cl)c1)O[C@H](C1CCCC1)C2	-8	1.9	2	-31	/	41*	/	/	/

(listing goes on)
nr	canonical_smiles	TAAR1 antag	CHO-K1 Ca ag	TAAR1 agonist	CHO-K1 Ca antag	CHO parental Ca	M1 PAM parental	CHRM1 agonist	CHRM1 antagonist	M1 PAM
21	COC(=O)c1cc(S(=O)(=O)NC2CCN(Cc3ccccc3)CC2)cn1C	-25	-0.2	0	-7	-18	3	-7	4	-14
22	COc1cc(OC)cc(-c2c(C#Cc3ccsc3)c3cc(Br)ccc3n2C)c1	5	0.6	7	-16	-12	2	-2	1	4
23	COC(=O)c1ccc(C(=O)NC2CCCc3c2cnn3-c2cc(F)cc(F)c2)nc1 (stereo unspecified)	-39	0.4	5	-7	-8	-6	-2	-2	2
24	CCN1CCN(c2cc(C)c3cc(NC(=S)NCCN(C)C)ccc3n2)CC1	8	-0.5	1	-10	-4	5	-9	-9	3
25	CC(=O)Nc1sc2c(c1C(=O)N1CCOCC1)CCCCC2	0	0.3	1	-6	6	12	-3	-22	4
26	Cc1cc(C)n2nc(C(=O)OCC(=O)NC3CCCCC3)nc2n1	-3	2.3	1	-5	8	4	-3	-1	4
27	O=C(COc1cccnc1[N+](=O)[O-])Nc1cccc(Br)c1	1	2.0	4	-13	-14	11	-2	2	-16
28	COc1cccc(NC(=O)Cn2c(CCC(=O)O)ccc2-c2cccs2)c1	16	-0.6	4	5	28	0	1	-2	13
29	CCN(CC(=O)Nc1ccc(NC(C)=O)cc1)C(=O)CSCC(=O)Nc1ccc(C)cc1	1	1.8	1	-7	18	13	-3	-8	4
30	CCOC(=O)c1c(NC(C)=O)sc2c(O)c(Br)ccc12	-2	-0.2	1	17	0	-8	-2	0	7

Next entries:
nr	canonical_smiles	TAAR1 antag	CHO-K1 Ca ag	TAAR1 agonist	CHO-K1 Ca antag	CHO parental Ca	M1 PAM parental	CHRM1 agonist	CHRM1 antagonist	M1 PAM
31	O=C(CSc1nc2ccccc2c(=O)n1CC1CCCO1)NCCc1ccccc1 (stereo unspecified)	-27	0.4	5	-9	-20	27	-2	-14	12
32	CC(=O)Nc1ccc(C=NNc2ccc([N+](=O)[O-])cc2S(=O)(=O)Nc2ccccc2C(=O)O)cc1	-26	-0.3	2	7	-1	3	1	-8	13
33	Cn1nnnc1NCc1cccc(Cl)c1	3	1.4	-1	-9	5	15	-6	-9	6
34	CCOc1ccccc1NC(=O)c1sc2ncn(CC(=O)N3CCOCC3)c(=O)c2c1C	9	0.2	2	-6	-15	9	0	-15	15
35	COc1ccccc1CNC(=O)COC(=O)c1ccccc1SCC(=O)N1CCCC1	26	3.0	7	-8	-23	-3	-3	1	-2
36	COc1ccccc1CNc1nc2nc3c(c(=O)n2[nH]1)CCC3	-3	-0.1	7	-1	-3	9	-1	-18	9
37	C=CCn1c(SCC(=O)N2CC(=O)Nc3ccccc32)nc2scc(-c3cccs3)c2c1=O	25	2.5	10	4	-30	15	-1	2	4
38	CCOC(=O)c1cc(NC(=O)CSCCO)ccc1Cl	0	0.5	-2	-8	-10	14	-2	-10	9
39	COc1cccc(-c2nc(NCc3ccco3)c3ccccc3n2)c1O	-12	0.4	17	-4	-5	19	-2	-26	7
40	Cc1cc(C)c(OCC(=O)NCC2CCCO2)c(C)c1 (stereo unspecified)	-18	0.9	4	-17	-9	20	-6	-7	4

New compounds follow.
nr	canonical_smiles	TAAR1 antag	CHO-K1 Ca ag	TAAR1 agonist	CHO-K1 Ca antag	CHO parental Ca	M1 PAM parental	CHRM1 agonist	CHRM1 antagonist	M1 PAM
41	COc1cccc(CN2CCN(C(=O)CC(C)C)CC2)c1	15	0.7	5	-9	-1	10	-5	-7	6
42	CCOc1ccc2nc(SCC(=O)N(C)C3CCS(=O)(=O)C3)[nH]c2c1 (stereo unspecified)	-32	0.0	1	-7	-12	10	-3	-17	10
43	Cc1nc([N+](=O)[O-])c(Br)n1Cc1ccccc1	-24	1.0	2	0	-10	0	-2	-1	2
44	Cc1cc(NC(=O)CCc2ccccc2)c([N+](=O)[O-])cc1C	-6	0.6	1	0	-26	9	-8	-1	3
45	COc1ccc(OC)c(NC(=O)c2nnn(Cc3ccccc3C)c2N)c1	-5	0.4	4	17	-5	-6	-1	18	-3
46	Cc1ccc(C(=O)NNC(=O)c2ccncc2)cc1S(=O)(=O)N1CCOCC1	2	0.3	0	3	-14	-31	-3	6	1
47	CCc1c(C)sc(NC(=O)c2cc(-c3ccc(OC)c(OC)c3)on2)c1C#N	-1	-0.2	8	-5	-24	3	-1	-10	3
48	CC(C)Cc1cc(C(=O)N2CCC(N3CCC(C(=O)N4CCOCC4)CC3)CC2)n[nH]1	2	-0.2	5	2	-3	-5	-9	1	7
49	COc1cc(C(=O)NCCC(=O)NC2CCCCCCC2)cc(OC)c1OC	16	1.3	11	-14	-20	21	-1	-6	4
50	COc1ccc(O)c(C(=O)c2cnn(C(=O)c3cccc(S(=O)(=O)N(C)C)c3)c2)c1	-22	0.3	1	-2	-6	9	-2	-8	4
51	Cc1nnc(N2C(=O)c3cccc4c([N+](=O)[O-])ccc(c34)C2=O)s1	19	-0.2	-4	12	12	-9	-4	16	-8
